Bioassay records deposited in PubChem BioAssay by National Center for Advancing Translational Sciences (NCATS).
TexasRed fluor = counter-screen for TRb-SRC2 inhibitors: fluorescence interference; Potency, µM (titrated, usually from 106 µM), inactives show top-dose fluorescence change, negative = quenching; TRb/SRC2 Texas Red total fluorescence interference; 0.29% of 280,000 active; active = well fitted curve in either direction with a large enough effect; inconclusive = small, poorly fitted or top-dose-only effect
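Flags fluorescent or light-absorbing compounds by total fluorescence, S + 2P, at 555 nm excitation and 632 nm emission. Mixture: 20 nM Texas Red SRC2 peptide, 0.6 uM human TRb LBD, 1 uM T3, 5% DMSO; compound exposure 5 h at ambient temperature.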
RGS12 GoLoco inh = inhibitors of human Gai1-RGS12 GoLoco interaction (red fluorophore). AID 880. 0.44% of 230,000 active. Gai1:RGS12 GoLoco peptide FP, rhodamine, 10 min. P63096. Potency, µM (highest dose often 61.6 µM), for the others: at the highest dose activity, negative = inhibition, usual class: inhibitors; active = well fitted inhibition curve with a large enough effect, not every such curve was filed as active; inactive = no such curve, though single readings can be large or run the other way; also: nearly all actives have a fitted effect of over 30% in size; many of its hits are not listed in these tables
RECQ1 helicase = RECQ1 (human) helicase inhibition; RECQ1 DNA unwinding, red fluorescence kinetic read; Potency, µM (doses to about 57.3 µM), for inactives: at the top dose activity, negative = inhibition, usual class: inhibitors; 0.54% of 240,000 active; AID 2549;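 also: plate controls were vehicle for no effect and no enzyme for full effect; nearly all actives have a fitted effect of over 30% in size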
Target sequence (P46063 whole entry, looked up): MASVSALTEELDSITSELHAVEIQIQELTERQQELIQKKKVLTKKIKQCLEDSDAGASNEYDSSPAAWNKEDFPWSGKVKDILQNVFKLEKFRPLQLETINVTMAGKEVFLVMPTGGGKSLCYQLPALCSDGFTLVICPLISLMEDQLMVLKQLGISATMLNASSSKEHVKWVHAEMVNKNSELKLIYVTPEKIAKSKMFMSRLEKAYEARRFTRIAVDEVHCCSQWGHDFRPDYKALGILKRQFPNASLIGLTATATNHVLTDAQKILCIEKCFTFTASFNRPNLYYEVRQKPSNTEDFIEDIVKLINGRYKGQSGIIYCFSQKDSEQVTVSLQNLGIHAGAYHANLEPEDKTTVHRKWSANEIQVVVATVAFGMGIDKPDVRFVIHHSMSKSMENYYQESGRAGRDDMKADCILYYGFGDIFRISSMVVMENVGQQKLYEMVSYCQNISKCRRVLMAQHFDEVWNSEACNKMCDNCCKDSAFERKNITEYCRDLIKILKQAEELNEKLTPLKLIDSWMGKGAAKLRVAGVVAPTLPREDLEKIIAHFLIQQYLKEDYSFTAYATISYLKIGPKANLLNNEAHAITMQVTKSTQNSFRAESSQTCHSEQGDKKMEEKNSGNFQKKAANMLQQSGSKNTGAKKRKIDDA
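50 nM RECQ1T1 preincubated 15 min with compound in Tris pH 8.0 buffer with MgCl2, DTT, Tween-20 and 2.5 ug/ml poly(dI-dC); started with 200 nM TAMRA/BHQ-2 forked duplex and 2 mM ATP. Unwinding read as fluorescence (525/598 nm), two reads 2 h apart.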
L3MBTL1 block = inhibitors of human L3MBTL1. Q9Y468. AlphaScreen L3MBTL1–H3K9me1 peptide binding. Potency, µM (top dose mostly 57.1 µM), without a hit: at the top dose activity, negative = inhibition, most hits filed as inhibitors. 0.66% of 230,000 active. AID 485360; also: nearly all actives have a fitted effect of over 60% in size
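First, the protein-peptide complex forms for 30 min at room temperature (L3MBTL1 50 nM, biotinylated H3K9me1 peptide 75 nM). Next, compounds are pin-transferred and incubated 30 min. Finally, AlphaScreen beads are added and read after 30 min.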
aGlu spleen mod = inhibitors or activators of human alpha-glucosidase in spleen homogenate; AID 2112; Potency, µM (highest dose often 79.9 µM), for inactives: at the top dose activity change, negative = inhibition, actives largely listed as inhibitors; human spleen homogenate, 4-MU-alpha-glucoside fluorescence; P10253; 0.006% of 240,000 active;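 also: 0% = enzyme with vehicle and -100% = no enzyme basal signal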
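Human spleen homogenate (1 ug) incubated with compounds and 1 mM 4-methylumbelliferyl-alpha-D-glucopyranoside in pH 5.0 citrate/phosphate buffer, 37 C, 40 min. Stopped at pH 10; 4-MU fluorescence (Ex 365/Em 440 nm); AC50 by Hill fit.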
TRb SRC2 PPI = disrupts binding of human TR beta to SRC2; Potency, µM (highest dose often 106 µM), for inactives: at the highest dose activity change, negative = inhibition, hits mostly inhibitors; TRbeta-SRC2 peptide binding, fluorescence polarization; receptor liganded with 1 µM T3; 0.065% of 280,000 active; AID 1469; P10828;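 also: plate controls were bound peptide for no effect and peptide without receptor for full effect; nearly all actives have a fitted effect of over 50% in size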
Target sequence (P10828 whole entry, looked up): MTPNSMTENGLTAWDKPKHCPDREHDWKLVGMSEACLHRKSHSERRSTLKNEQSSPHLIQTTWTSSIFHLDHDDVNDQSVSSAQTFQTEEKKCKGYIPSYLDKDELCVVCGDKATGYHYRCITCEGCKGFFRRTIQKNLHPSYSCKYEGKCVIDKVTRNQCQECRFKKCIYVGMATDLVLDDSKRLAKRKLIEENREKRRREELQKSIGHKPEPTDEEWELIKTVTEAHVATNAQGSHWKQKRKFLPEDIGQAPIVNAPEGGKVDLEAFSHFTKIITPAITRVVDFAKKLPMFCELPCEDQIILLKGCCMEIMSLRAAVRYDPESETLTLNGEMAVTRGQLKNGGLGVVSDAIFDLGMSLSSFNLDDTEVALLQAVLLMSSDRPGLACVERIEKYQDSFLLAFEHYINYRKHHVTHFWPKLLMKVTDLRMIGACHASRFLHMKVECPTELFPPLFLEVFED
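Human TRb LBD (0.6 uM) plus Texas Red-labeled SRC2 peptide (20 nM), 1uM T3, 5% DMSO, 5 hr at ambient temperature. Decreased polarization (555/632 nm) flags inhibition; data normalized to free and bound peptide controls.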
GAA inh = inhibitors of human lysosomal alpha-glucosidase | P10253 | purified human GAA, 4-MU-alpha-glucoside fluorescence | Potency, µM (titrated, usually from 76.9 µM), inactives show top-dose activity change, negative = inhibition, actives largely listed as inhibitors | 0.005% of 200,000 active | AID 1466;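 also: plate controls were uninhibited enzyme wells for no effect and no-enzyme background for full effect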
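Enzyme (4 nM final) mixed with compound (up to 77 uM), then 4-MU-alpha-D-pyranoside (400 uM final) added; 20 min at room temperature, pH 5.0. Reaction stopped at pH 10, fluorescence read, AC50 derived by Hill fit.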
GAA glycogen = alters human alpha-glucosidase cleavage of glycogen | AID 2100 | Potency, µM (doses to about 76.4 µM), for inactives: top-dose activity change, negative = inhibition, actives largely listed as inhibitors | recombinant GAA, glycogen substrate, Amplex Red glucose oxidase fluorescence | 0.38% of 300,000 active;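 also: 0% = full enzyme reaction and -100% = no-enzyme basal signal; the screen sought inhibitors and activators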
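Recombinant human alpha-glucosidase (4 nM final) hydrolysed bovine liver glycogen (30 ug) for 40 min at 37 C in pH 5.0 citrate/phosphate with 0.01% Tween-20. Released glucose detected by glucose oxidase/Amplex Red, Ex 573/Em 610 nm. Compounds up to 77 uM; AC50 from Hill fits.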
Starred values were filed as active, the others as inactive; [ ] = another dose, or the depositor's remark. Unless noted, calls follow the shape of the dose curve; as a rule, active = well fitted curve in the direction sought with a large enough effect; inconclusive = small, poorly fitted or top-dose-only effect, or another doubt; inactive = no such curve, though single readings can be large; an effect the other way counts as inactive or inconclusive. Unless noted, % is scaled to controls: 0 for no effect and ±100 for the full control effect; potency is read from the fitted curve at half-maximal effect. A portion of the library (hit frequency here may not be typical).

What do the screens show for `CC(C)CC(CO)N1CCN(C(=O)c2cccc(C(F)(F)F)c2)CCC1=O` (centres undefined)?
TexasRed fluor: -0.3%; RGS12 GoLoco inh: -1.6%; RECQ1 helicase: -0.4%; L3MBTL1 block: 0.7%; aGlu spleen mod: 0.5%; TRb SRC2 PPI: -0.4%; GAA inh: 3.7%[15.4 µM]; GAA glycogen: 1.1%

What do the screens show for `COc1ccc(NC(=S)N(CCN(C)C)Cc2cccs2)cc1`?
TexasRed fluor: -5.1%; RGS12 GoLoco inh: -6.2%; RECQ1 helicase: inconclusive; aGlu spleen mod: -7.7%; TRb SRC2 PPI: -4.5%; GAA inh: 2.7%; GAA glycogen: -28.6%

How did COc1ccc(C(=O)n2cc(C(=O)c3cc(C)ccc3O)cn2)cc1 do in these assays?
TexasRed fluor: -0.2%; RGS12 GoLoco inh: 2.0%; RECQ1 helicase: -0.1%; L3MBTL1 block: 6.5%; aGlu spleen mod: 1.2%; TRb SRC2 PPI: 10.8%; GAA inh: 4.2%; GAA glycogen: 4.9%

How did Cc1ccc(/C=C/C(=O)OCC(=O)N2CC(=O)Nc3ccccc32)o1 do in these assays?
TexasRed fluor: -0.9%; RGS12 GoLoco inh: 9.5%; RECQ1 helicase: inactive; aGlu spleen mod: -3.7%; TRb SRC2 PPI: 5.8%; GAA inh: -4.1%; GAA glycogen: -8.4%

Results for CCOC(=O)c1c(NC(=O)CC2SC(=NC)N(C)C2=O)sc(C)c1C (centres undefined) ?
TexasRed fluor: -1.2%; RGS12 GoLoco inh: -5.5%; RECQ1 helicase: 8.5%; aGlu spleen mod: -1.4%; TRb SRC2 PPI: -17.9%; GAA inh: inconclusive; GAA glycogen: -9.5%

What do the screens show for `O=C(O)C1CC=CCC1C(=O)NC1CCCCC1` (centres undefined)?
TexasRed fluor: -6.6%; RGS12 GoLoco inh: 3.9%; RECQ1 helicase: inactive; L3MBTL1 block: 2.1%; aGlu spleen mod: -2.7%; TRb SRC2 PPI: -10.5%; GAA inh: 12.2%; GAA glycogen: -4.8%

How did CCSc1nnc(NC(=O)/C=C/c2ccco2)s1 do in these assays?
TexasRed fluor: -1.0%; RGS12 GoLoco inh: -2.6%; RECQ1 helicase: -1.2%; aGlu spleen mod: 3.6%; TRb SRC2 PPI: 0.2%; GAA inh: -7.3%; GAA glycogen: -9.9%

What do the screens show for `COc1ccc(CN2CCCC(CNC(=O)c3ccc(F)cc3)C2)c(F)c1` (centres undefined)?
TexasRed fluor: -2.2%; RGS12 GoLoco inh: -1.5%; RECQ1 helicase: 20.2%; L3MBTL1 block: -11.3%; aGlu spleen mod: -3.2%; TRb SRC2 PPI: 3.1%; GAA inh: 4.9%; GAA glycogen: 5.1%

Results for Cc1ccccc1-c1nc(CN2CCC(C(=O)NCc3cccs3)CC2)c(C)o1 ?
TexasRed fluor: -2.0%; RGS12 GoLoco inh: 13.3%; RECQ1 helicase: -3.7%; aGlu spleen mod: 0.2%; TRb SRC2 PPI: -11.2%; GAA inh: -3.6%; GAA glycogen: -5.8%

How did COc1ccc(N(CC(=O)NC2CCCCCCC2)S(=O)(=O)c2c(C)nn(C)c2C)cc1 do in these assays?
TexasRed fluor: -4.9%; RGS12 GoLoco inh: -4.0%; RECQ1 helicase: -8.5%; L3MBTL1 block: -2.1%; aGlu spleen mod: -12.4%; TRb SRC2 PPI: -1.8%; GAA inh: -1.3%[15.4 µM]; GAA glycogen: 7.4%

What do the screens show for `OCCC1CN(Cc2cccc(-n3cccn3)c2)CCN1Cc1ccccc1` (centres undefined)?
TexasRed fluor: -4.0%; RGS12 GoLoco inh: 7.2%; RECQ1 helicase: inactive; L3MBTL1 block: -1.0%; aGlu spleen mod: 0.6%; TRb SRC2 PPI: -1.7%; GAA inh: 10.0%; GAA glycogen: -4.5%

What do the screens show for `CCCCc1nc2c(c3c1C[C@H](C)OC3)CN(C(=O)Cc1cccc(OC)c1)CC2`?
TexasRed fluor: -5.3%[11.2 µM]; RGS12 GoLoco inh: 3.9%[14.2 µM]; RECQ1 helicase: 7.4%[11.5 µM]; aGlu spleen mod: 5.9%[17.4 µM]; TRb SRC2 PPI: 3.5%[11.2 µM]

At a glance, some entries already given:
What do the screens show for `CC(C)CC(CO)N1CCN(C(=O)c2cccc(C(F)(F)F)c2)CCC1=O` (centres undefined)?
TexasRed fluor: -0.3%; RGS12 GoLoco inh: -1.6%; RECQ1 helicase: -0.4%; L3MBTL1 block: 0.7%; aGlu spleen mod: 0.5%; TRb SRC2 PPI: -0.4%; GAA inh: 3.7%[15.4 µM]; GAA glycogen: 1.1%

What do the screens show for `COc1ccc(NC(=S)N(CCN(C)C)Cc2cccs2)cc1`?
TexasRed fluor: -5.1%; RGS12 GoLoco inh: -6.2%; RECQ1 helicase: inconclusive; aGlu spleen mod: -7.7%; TRb SRC2 PPI: -4.5%; GAA inh: 2.7%; GAA glycogen: -28.6%

Next structures.
What do the screens show for `CCOc1ccccc1NC(=O)Cn1nnc(-c2ccc(OCC)c(OCC)c2)n1`?
TexasRed fluor: 0.2%; RGS12 GoLoco inh: -14.2%; RECQ1 helicase: inactive; aGlu spleen mod: -5.0%; TRb SRC2 PPI: -9.0%; GAA inh: -2.9%; GAA glycogen: 1.9%

What do the screens show for `Cc1nc2cc(NC(=O)N(C)c3ccc4ccccc4c3)ccc2o1`?
TexasRed fluor: -5.6%; RGS12 GoLoco inh: 39.2%[activator]; RECQ1 helicase: inactive; L3MBTL1 block: -1.1%; aGlu spleen mod: -1.8%; TRb SRC2 PPI: 0.6%; GAA inh: inconclusive; GAA glycogen: -7.1%

How did COc1cccc(C(=O)Nc2cc(C(F)(F)F)ccc2Cl)c1 do in these assays?
TexasRed fluor: -1.4%; RGS12 GoLoco inh: 5.9%; RECQ1 helicase: -6.9%; L3MBTL1 block: 23.9%; aGlu spleen mod: -17.7%; TRb SRC2 PPI: -11.9%; GAA inh: 2.4%; GAA glycogen: -5.4%

Results for O=C(Nc1ccc(F)cc1F)C1CCN(C(=O)c2ccc(Br)cc2)CC1 ?
TexasRed fluor: -0.2%; RGS12 GoLoco inh: -14.2%; RECQ1 helicase: inactive; L3MBTL1 block: 7.4%; aGlu spleen mod: -5.1%; TRb SRC2 PPI: 5.3%; GAA inh: 2.1%; GAA glycogen: 21.4%

What do the screens show for `CCCCCCn1c(CN2CCCCC2CC)nc2c1c(=O)n(C)c(=O)n2C` (centres undefined)?
TexasRed fluor: -8.3%; RGS12 GoLoco inh: -5.0%; RECQ1 helicase: inactive; L3MBTL1 block: -2.0%; aGlu spleen mod: -5.0%; TRb SRC2 PPI: -6.6%; GAA inh: -13.2%; GAA glycogen: 5.5%

What do the screens show for `Cc1cc(C(F)(F)F)c(C#N)c(SCC(=O)NC2CC2)n1`?
TexasRed fluor: -0.5%; RGS12 GoLoco inh: 9.0%; RECQ1 helicase: inactive; L3MBTL1 block: 9.5%; aGlu spleen mod: -0.4%; TRb SRC2 PPI: -9.7%; GAA inh: 11.4%; GAA glycogen: 1.7%

How did CCCC/C=C/C(NC(=O)c1ccccc1)c1ccccc1 (centres undefined) do in these assays?
TexasRed fluor: 2.3%; RGS12 GoLoco inh: 9.8%; RECQ1 helicase: inactive; aGlu spleen mod: -18.8%; TRb SRC2 PPI: 1.9%

What do the screens show for `COC(=O)c1ccc(CC(=O)c2c(C)cc(O)cc2O)o1`?
TexasRed fluor: -6.0%; RECQ1 helicase: inconclusive; L3MBTL1 block: inconclusive; aGlu spleen mod: -0.6%; TRb SRC2 PPI: -6.9%; GAA inh: 0.8%; GAA glycogen: -1.0%

Results for Cc1ccc2c(c1)[nH]c1c(=O)n(CCC3=CCCCC3)cnc12 ?
TexasRed fluor: -2.6%; RGS12 GoLoco inh: -16.9%; RECQ1 helicase: inactive; L3MBTL1 block: 4.4%; aGlu spleen mod: -10.3%; TRb SRC2 PPI: 5.2%; GAA inh: -4.3%; GAA glycogen: 0.2%

What do the screens show for `Cc1cc(N2CCN(C)CC2)nc(N2CCOCC2)n1`?
TexasRed fluor: -5.3%; RGS12 GoLoco inh: -6.4%; RECQ1 helicase: -0.7%; L3MBTL1 block: -1.6%; aGlu spleen mod: -1.6%; TRb SRC2 PPI: -8.8%; GAA inh: -11.8%; GAA glycogen: 7.3%

Results for N#Cc1nc(-c2ccccc2Cl)oc1NCc1ccco1 ?
TexasRed fluor: -0.8%; RGS12 GoLoco inh: -0.8%; RECQ1 helicase: inactive; L3MBTL1 block: -3.1%; aGlu spleen mod: -2.1%; TRb SRC2 PPI: -11.6%; GAA inh: -8.0%; GAA glycogen: -17.7%

What do the screens show for `COc1ccc(-n2nc3c(c2NC(=O)c2ccc(S(=O)(=O)N4CCOCC4)cc2)CS(=O)(=O)C3)cc1`?
TexasRed fluor: -1.4%; RGS12 GoLoco inh: 1.5%; RECQ1 helicase: inactive; aGlu spleen mod: -5.1%; TRb SRC2 PPI: 13.2%; GAA inh: -3.0%; GAA glycogen: -1.1%

Results for O=C(Nc1ccc2c(c1)CCC2)c1c(F)cccc1Cl ?
TexasRed fluor: 1.5%; RGS12 GoLoco inh: 0.7%; RECQ1 helicase: inactive; L3MBTL1 block: 15.0%; aGlu spleen mod: 1.8%; TRb SRC2 PPI: 4.3%; GAA inh: 3.9%; GAA glycogen: 28.6%

What do the screens show for `COC(=O)c1cc(OC)c(OC)cc1NC(=O)c1cc(C(C)(C)C)oc1C`?
TexasRed fluor: -2.5%; RGS12 GoLoco inh: 5.8%; RECQ1 helicase: inactive; L3MBTL1 block: 0.9%; aGlu spleen mod: 2.2%; TRb SRC2 PPI: -8.5%; GAA inh: -0.1%; GAA glycogen: 2.2%

What do the screens show for `O=C1CC(N2CCN(CCc3ccccn3)CC2)C(=O)N1c1ccc(Cl)cc1` (centres undefined)?
TexasRed fluor: -1.3%; RGS12 GoLoco inh: 2.9%; RECQ1 helicase: -2.3%; L3MBTL1 block: 2.3%; aGlu spleen mod: -7.4%; TRb SRC2 PPI: 0.3%; GAA inh: 1.9%; GAA glycogen: 5.4%
